# Furin inhibitor – blocks human furin protease activity. purified furin, fluorogenic substrate cleavage. P09958. 220,000 tested, 0.061% active. AID 463115. inhibition, % at 30 µM; in the data active = inhibition above about 25%; also: inactives centre near -15
# FXIIa inh 1536 – factor XIIa (human) inhibition; P00748; purified FXIIa, Boc-QGR-AMC fluorogenic substrate, 2 h; inhibition, % at 5 µM; 220,000 tested, 0.3% active; AID 800; in the data active = inhibition above about 40%;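 also: 0% = enzyme with no compound and 100% = blank without enzyme; many of its hits are not listed in these tables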
# Rad51 HR inh – Rad51 (human) homologous recombination inhibition; inhibition, % at 10 µM; Q06609; 200,000 tested, 0.085% active; hRad51 DNA strand exchange, fluorescence dequenching; AID 1385;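 active = inhibition above 40% at the single screening dose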;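 also: 0% = DMSO control wells and 100% = blanks with heterologous ssDNA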
# Target sequence (Q06609 whole entry, looked up): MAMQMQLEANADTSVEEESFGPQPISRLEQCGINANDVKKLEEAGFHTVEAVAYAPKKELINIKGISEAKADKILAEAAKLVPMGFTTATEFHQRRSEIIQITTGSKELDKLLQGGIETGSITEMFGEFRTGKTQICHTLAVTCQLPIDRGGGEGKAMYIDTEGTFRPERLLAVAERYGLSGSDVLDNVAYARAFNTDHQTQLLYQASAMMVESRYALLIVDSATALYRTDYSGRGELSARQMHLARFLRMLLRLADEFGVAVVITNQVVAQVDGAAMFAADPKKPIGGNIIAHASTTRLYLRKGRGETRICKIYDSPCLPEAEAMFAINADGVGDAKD
#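 Read-out basis: percent inhibition relative to plate controls and blanks / Assay system: human Rad51 nucleoprotein filaments preassembled on unlabelled ssDNA / Timing: filaments 15 min 37 °C, then compound 30 min / Control set: per-plate controls and blanks / Technique: fluorescence dequenching at 485/520 nm / Compound: 10 µM final, single point / Also added: Fluorescein- and BHQ1-tagged 47-mer duplex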
# PERK inhibitor – blocks human PERK kinase. CHO PERK-DD fusion, SEAP luminescence translation reporter. inhibition, % at 5.6 µM. AID 1416. Q9NZJ5. 220,000 tested, 0.17% active;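 active = inhibition above the mean inhibition of all tested compounds plus 3 SD, set separately per screening campaign, cut at about 2.9% in these data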;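 also: PERK kinase domain activated by AP20187 dimerizer at 100 nM; 0% = DMSO with dimerizer and 100% = rapamycin at 8.4 µM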
# hK5 inh – kallikrein 5 (human) inhibition; AID 873; 210,000 tested, 0.59% active; inhibition, % at 5 µM; recombinant hK5, fluorogenic AMC substrate cleavage; Q9Y337;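 active = inhibition of 40% or more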;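 also: 0% = enzyme controls without compound and 100% = no-enzyme blanks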
# FXIa inh – inhibitors of human coagulation factor XIa. inhibition, % at 5 µM. AID 798. 220,000 tested, 0.14% active. purified FXIa, Boc-Glu-Ala-Arg-AMC fluorogenic substrate. P03951;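 active = inhibition of at least 40%; inactive = inhibition below 40%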;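 also: fluorescence of freed AMC excited at 355 nm; 0% = enzyme without compound and 100% = no enzyme blank; many of its hits are not listed in these tables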
# Target sequence (P03951 19-387 limits assumed): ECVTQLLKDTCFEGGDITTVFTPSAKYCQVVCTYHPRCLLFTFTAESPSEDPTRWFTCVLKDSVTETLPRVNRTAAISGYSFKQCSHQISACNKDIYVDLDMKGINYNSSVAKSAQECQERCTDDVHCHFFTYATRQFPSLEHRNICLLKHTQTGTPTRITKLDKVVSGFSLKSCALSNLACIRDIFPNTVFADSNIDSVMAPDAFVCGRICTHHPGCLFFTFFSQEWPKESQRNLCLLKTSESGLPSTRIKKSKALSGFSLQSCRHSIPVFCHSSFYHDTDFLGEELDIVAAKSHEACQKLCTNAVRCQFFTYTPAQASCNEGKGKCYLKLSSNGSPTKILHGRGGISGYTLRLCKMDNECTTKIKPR
# Target sequence (P03951 388-625 limits assumed): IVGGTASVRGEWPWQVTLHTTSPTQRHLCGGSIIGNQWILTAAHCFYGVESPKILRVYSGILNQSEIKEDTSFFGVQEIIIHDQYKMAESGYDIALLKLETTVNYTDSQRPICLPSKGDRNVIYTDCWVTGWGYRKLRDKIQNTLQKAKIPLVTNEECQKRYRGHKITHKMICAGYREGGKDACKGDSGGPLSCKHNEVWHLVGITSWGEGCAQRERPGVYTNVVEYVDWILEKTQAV
# m-calpain inh – blocks pig calpain II enzyme activity. purified calpain II, fluorogenic peptide substrate, 30 min. inhibition, % at 16 µM. 220,000 tested, 0.37% active. AID 1236;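 active = inhibition above about 50%, limit read from the data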
# Thrombin inh – thrombin (human) inhibition; inhibition, % at 5 µM; 220,000 tested, 0.26% active; AID 1046; alpha-thrombin, Boc-VPR-AMC fluorogenic substrate cleavage; P00734;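 active = inhibition at or above 40%; inactive = inhibition below 40%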;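 also: 0% = enzyme with no compound and 100% = wells without enzyme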
#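 System – human alpha-thrombin protein · Reagent – Boc-VPR-AMC substrate, 15 µM final · Compound – 5 µM single dose in 0.2% DMSO · Schedule – reaction at room temperature · Technique – AMC fluorescence at 355 nm excitation and 460 nm emission · Read-out basis – % inhibition relative to enzyme controls and enzyme-free blanks · Control set – no-compound enzyme wells and no-enzyme blanks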
# Cl transport mod – modulates chloride dependent transport by human KCC2; Q9H2X9; KCC2 cells, thallium flux FluoZin-2 fluorescence; B-score of Tl+ flux slope (higher = more flux/activation; lower = inhibition) at 10 µM; 190,000 tested, 2.2% active; AID 1456;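 active = thallium flux slope and its plate-corrected score both differing from the plate sample mean at a set confidence after two filtering rounds, in either direction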;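 also: slope of fluorescence scaled to starting intensity during 10 to 20 s after thallium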
# Numbers without * were called inactive; i = inactive; nt = not tested or not shown; [ ] = remark or other dose. An excerpt, so the mix of outcomes need not match the whole.
1: COc1ccccc1CCNCc1ccc(OC)c(OC)c1OC
2: C/C(=N\NC(=O)c1ccccc1)c1c(O)n(Cc2ccccc2)c(=O)[nH]c1=O
3: Cc1ccc(S(=O)(=O)NCC2CCC(C(=O)N3CCC4(CC3)OCCO4)CC2)cc1 (stereo not given)
4: COc1cc2c(C(=O)O)c(C)n(C)c2cc1Br
5: N#CC[N+]1(CCCNP2(=O)C=C(c3ccccc3)OC(c3ccccc3)=C2)CCOCC1
6: O=C(CCCC1=NS(=O)(=O)c2ccccc2N1)N1CCC2(CC1)OCCO2

entry no.	1	2	3	4	5	6
Furin inhibitor	-25	-4	-21	-24	-19	-14
FXIIa inh 1536	7	15	2	2	6	11
Rad51 HR inh	-1	-14	4	-2	-1	-5
PERK inhibitor	0.8	0.3	-1.1	1.6	1.7	-0.3
hK5 inh	0	10	4	12	-3	3
FXIa inh	-4	14	-4	-2	5	-6
m-calpain inh	-35	30	-5	-1	31	4
Thrombin inh	-5	18	1	-6	-4	-4
Cl transport mod	-0.14	-2.5	0.26	-0.46	-0.2	1.2

7: Cc1ccc(-n2nc(C)cc2NC(=O)COc2cc(C)cc3oc(=O)c4c(c23)CCC4)cc1
8: Cc1nc2c(-c3ccccc3)c(C)nn2c(C)c1CCC(=O)N1CCC2(CC1)OCCO2
9: COc1ccc(NC2=NCC(C)S2)cc1 (stereo not given)
10: Cc1nc2cc(-c3ccccc3)nn2c(C)c1CCC(=O)N1CCC2(CC1)OCCO2
11: O=P1(Oc2ccccc2)C[C@@H](O)[C@@H](O)[C@H](COCc2ccccc2)O1 (stereo not given in full)
12: Cc1ccc(C(=O)Nc2ccc(-n3ccnc3P(=O)(O)c3ccccc3)cc2)cc1

entry no.	7	8	9	10	11	12
Furin inhibitor	-20[20 µM]	-28[20 µM]	-16	-17	-24	-15[20 µM]
FXIIa inh 1536	2	5	0	6	9	15
Rad51 HR inh	-10	0	22	1	-3	nt
PERK inhibitor	-0.3	-0.3	0.0	-0.1	nt	0.3
hK5 inh	0	-7	-16	-4	-3	-12
FXIa inh	-7	-7	-8	-7	-3	0
m-calpain inh	-61	11	7	-150	-15	27
Thrombin inh	-8	-5	0	-4	0	-2
Cl transport mod	-3.1	0.28	-0.74	-0.62	0.31	-1

# Down the list, quoted from above:
# m-calpain inh for entries 7–12 → -61, 11, 7, -150, -15, 27

# (next part)
13: CNC(=O)N(C)c1ccc(C(O)(C(=O)OC)C(F)(F)F)cc1 (stereo not given)
14: CCCC(=O)c1cc(CP(=O)(OCC)OCC)oc1C
15: c1ccc(C2N3CCCN23)cc1 (stereo not given)
16: O=c1[nH]c(O)c(C=NC2CCN(Cc3ccccc3)CC2)c(=O)[nH]1
17: Cc1ccccc1NC1=NCCCS1
18: COc1cc(CN2CCN(c3cc(C)ccc3C)CC2)ccc1O

entry no.	13	14	15	16	17	18
Furin inhibitor	-8	-25	-1[20 µM]	-20	-19[20 µM]	-8[20 µM]
FXIIa inh 1536	5	4	9	nt	18	3
Rad51 HR inh	nt	-12	3	17	-2	nt
PERK inhibitor	1.5	0.9	0.5	1.8	-0.5	0.9
hK5 inh	0	9	-16	nt	-1	4
FXIa inh	3	-11	-9	nt	3	3
m-calpain inh	-91	-13	12	nt	-27	-24
Thrombin inh	-4	-4	-9	nt	-1	-1
Cl transport mod	-0.028	-0.42	-0.46	0.12	nt	-1.3

19: O=C1NC(=O)N(c2ccccc2F)C(=O)/C1=C/c1ccc(Oc2ccc([N+](=O)[O-])cn2)cc1
20: CC1=C(C(=O)OC(C)C)[C@]2(C(=O)N(CC(N)=O)c3ccccc32)C(C#N)=C(N)O1
21: CCC(C)C1N=C(c2ccccc2)c2cc(Cl)ccc2N(CC(=O)NCc2ccco2)C1=O (stereo not given)
22: Cc1cc(NC(=O)CCl)on1
23: CCN1C(=O)/C(=C/c2ccc(N(CC)CC)cc2OC)C(=O)NC1=S
24: O=C(N=Nc1c(O)[nH]c(=O)[nH]c1=O)C1COc2cc3ccccc3cc2O1 (stereo not given)

entry no.	19	20	21	22	23	24
Furin inhibitor	-13	-16[20 µM]	-28	-25	-2	-33
FXIIa inh 1536	17	-2	11	4	11	4
Rad51 HR inh	5	0	-3	7	-87	-1
PERK inhibitor	0.8	1.9	1.1	0.1	-0.5	0.7
hK5 inh	-5	2	-4	-12	2	-1
FXIa inh	-2	-9	2	-2	7	-4
m-calpain inh	-28	21	-5	-17	17	-37
Thrombin inh	4	-6	3	6	1	-4
Cl transport mod	0.67	0.4	nt	-0.025	0.7	nt

# Arranged by number of heavy atoms (rising): 3 of the compounds above
22: Cc1cc(NC(=O)CCl)on1
20: CC1=C(C(=O)OC(C)C)[C@]2(C(=O)N(CC(N)=O)c3ccccc32)C(C#N)=C(N)O1
21: CCC(C)C1N=C(c2ccccc2)c2cc(Cl)ccc2N(CC(=O)NCc2ccco2)C1=O (stereo not given)

entry no.	22	20	21
Furin inhibitor	-25	-16[20 µM]	-28
FXIIa inh 1536	4	-2	11
Rad51 HR inh	7	0	-3
PERK inhibitor	0.1	1.9	1.1
hK5 inh	-12	2	-4
FXIa inh	-2	-9	2
m-calpain inh	-17	21	-5
Thrombin inh	6	-6	3
Cl transport mod	-0.025	0.4	nt

# In the list so far, two have a Cl atom:
21: CCC(C)C1N=C(c2ccccc2)c2cc(Cl)ccc2N(CC(=O)NCc2ccco2)C1=O (stereo not given)
22: Cc1cc(NC(=O)CCl)on1

entry no.	21	22
Furin inhibitor	-28	-25
FXIIa inh 1536	11	4
Rad51 HR inh	-3	7
PERK inhibitor	1.1	0.1
hK5 inh	-4	-12
FXIa inh	2	-2
m-calpain inh	-5	-17
Thrombin inh	3	6
Cl transport mod	nt	-0.025

# More records:
25: C=Cn1ccnc1P(=S)(c1ccc(N(C)C)cc1)c1nccn1C=C
26: CC(=O)Nc1ccc(C(=O)OCC(=O)Nc2ccc(Cl)cc2C(=O)c2ccccc2)cc1
27: CCCn1cc(C(=O)O)cn1
28: CNP1(NC)=NC(C(F)(F)F)=NC(C(F)(F)F)=N1
29: Cc1cccc(NP(C)(=O)c2nc3c(s2)CCCC3)c1 (stereo not given)
30: CC1=C2C3OC(=O)C(C)C3CC[C@@]2(C)C=CC1=O (stereo not given in full)

entry no.	25	26	27	28	29	30
Furin inhibitor	-10	-19	-27	-4[20 µM]	-32	-27
FXIIa inh 1536	13	26	2	10	12	4
Rad51 HR inh	-1	-34	-5	7	nt	6
PERK inhibitor	-1.5	-0.2	2.0	0.4	0.2	1.3
hK5 inh	-14	-14	-1	3	-5	0
FXIa inh	-3	19	-4	3	8	10
m-calpain inh	-35	-7	14	-32	-10	8
Thrombin inh	4	-2	-3	-2	3	-2
Cl transport mod	0.11	-1.8	0.77	-0.0022	-0.11	-0.0004

31: CCOP1(=S)Oc2cc3c(cc2C(C(=O)OC)(C(F)(F)F)O1)OCO3 (stereo not given)
32: Cc1ccc(C(=O)NC(O)C(Cl)(Cl)Cl)cc1 (stereo not given)
33: Cc1noc(C)c1C(=O)N1CCC2(CC1)OCCO2
34: CC(=O)OC1N=C(c2ccccc2)c2ccccc2NC1=O (stereo not given)
35: C[n+]1ccc(-c2ccncc2)cc1
36: Cc1ccccc1C(O)(Cc1ccccc1)C1CN2CCC1CC2 (stereo not given)

entry no.	31	32	33	34	35	36
Furin inhibitor	-14	-22	-5[20 µM]	-18	-21	-21[20 µM]
FXIIa inh 1536	13	6	6	13	-9	4
Rad51 HR inh	2	-4	5	6	-9	5
PERK inhibitor	0.9	1.6	0.9	-0.1	-0.7	-1.5
hK5 inh	3	3	-19	-5	-28	3
FXIa inh	2	1	11	1	-10	-1
m-calpain inh	-45	-9	7	-20	21	-16
Thrombin inh	1	-9	-1	1	-14	-3
Cl transport mod	-0.015	1.3	0.63	nt	-0.045	1.2

37: CCC(=O)CC(c1ccc([N+](=O)[O-])cc1)c1c(O)c2ccccc2oc1=O (stereo not given)
38: CCn1nc(-c2ccccc2)nc2c(=O)n(C)c(=O)nc1-2
39: O=C1NC(=O)N(CCNc2ncc(C(F)(F)F)cc2Cl)C(=O)C1/C=N/OCc1c(F)cccc1Cl (stereo not given)
40: CCC1(CC)C(=N)N(C)C(=O)NC1=O
41: Cc1nc2c(c(C)nn2-c2ccccc2)c(C)c1CCC(=O)N1CCC2(CC1)OCCO2
42: Cc1ccc2nc3c(cc2c1)CC1(C(=O)N(C)C(=O)N(C)C1=O)C1CCCCN31 (stereo not given)

entry no.	37	38	39	40	41	42
Furin inhibitor	-11[20 µM]	-15	-17[20 µM]	-21	-3	-84
FXIIa inh 1536	16	6	30	8	-17	11
Rad51 HR inh	2	-31	nt	-4	10	-7
PERK inhibitor	-0.1	0.4	-0.3	0.3	-1.0	-0.1
hK5 inh	-8	-7	-18	-14	-26	4
FXIa inh	2	0	16	-1	-19	7
m-calpain inh	-13	50	-77	-5	nt	4
Thrombin inh	3	-5	0	-10	-3	3
Cl transport mod	nt	0.98	nt	0.2	0.82	-0.42

43: O=C(O)CCn1cc(C=C2C(=O)NC(=S)NC2=O)c(-c2cccc(Br)c2)n1
44: Cc1[nH]n(-c2ccccc2)c(=O)c1C(c1ccc([N+](=O)[O-])cc1)c1c(C)[nH]n(-c2ccccc2)c1=O
45: CC(C)(C)N1Cc2ccccc2C1=N
46: O=[N+]([O-])c1ccc(NCc2ccccc2)c2nonc12
47: CCCC1=C(C(=O)OCC)C2(C(=O)Nc3ccc(C)cc32)C(C#N)=C(N)O1 (stereo not given)
48: C[N+]1(C)C2CCC1CC(OC(=O)c1ccco1)C2 (stereo not given)
49: Fc1ccc(C2N3CCCN23)cc1 (stereo not given)
50: O=C(Cn1cnc2sc3c(c2c1=O)CCCC3)NCCCC(=O)N1CCC2(CC1)OCCO2
51: Cc1ccc(-n2c(O)c(C=NCCC3=CCCCC3)c(=O)[nH]c2=O)cc1

entry no.	43	44	45	46	47	48	49	50	51
Furin inhibitor	-6	-16	-17[20 µM]	-21	-10	-19	-14	-24[20 µM]	-33
FXIIa inh 1536	11	12	-3	11	6	4	7	7	10
Rad51 HR inh	-4	7	-2	i	7	-3	nt	1	22
PERK inhibitor	1.4	0.8	0.6	0.4	0.3	3.3*	0.0	-0.6	-0.1
hK5 inh	-1	-7	-9	16	-12	5	2	-15	-2
FXIa inh	2	5	-5	4	3	3	0	-18	1
m-calpain inh	10	-34	-6	7	-22	-6	-1	-6	-15
Thrombin inh	-2	-2	-1	1	5	1	-1	-3	-23
Cl transport mod	-0.5	-0.38	-0.23	i	0.93	-0.59	0.11	nt	0.63

# Assay outcomes as filed in PubChem.
